# Assay outcomes as filed in PubChem.
# HKDC1 inhibitor – inhibitors of human hexokinase HKDC1. Q2TB90. recombinant HKDC1, G6PDH/diaphorase resazurin coupled fluorescence. inhibition, % at 20 µM. 340,000 tested, 0.16% active. AID 493160;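 active = inhibition above about 35% when tested at 20 µM, limit read from the data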;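 also: plate controls were DMSO wells with enzyme for no effect and DMSO wells lacking enzyme for full effect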
#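 Test system: recombinant HKDC1 (HK5) hexokinase enzyme, produced in-house / Doses: 20 µM test compound, 1% DMSO / Timing: 90 min, room temperature / Detection: G6PDH/diaphorase-coupled fluorescence, 1 mM NADP, 100 µM resazurin, 525/613 nm / Control set: DMSO wells with and without enzyme mix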
# hIAP block – human IAP inhibition; P09923; purified IAP, CDP-Star luminescence, 30 min; inhibition, % at 10 µM; 330,000 tested, 0.12% active;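 active = inhibition reaching a set limit with compound at 10 µM in the primary screen, cut at about 35% in these data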;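 also: plate controls were DMSO wells with enzyme for no effect and no-enzyme buffer wells for full effect; values of inactives mirror those of a sister screen read the other way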
# Target sequence (P09923 whole entry, looked up): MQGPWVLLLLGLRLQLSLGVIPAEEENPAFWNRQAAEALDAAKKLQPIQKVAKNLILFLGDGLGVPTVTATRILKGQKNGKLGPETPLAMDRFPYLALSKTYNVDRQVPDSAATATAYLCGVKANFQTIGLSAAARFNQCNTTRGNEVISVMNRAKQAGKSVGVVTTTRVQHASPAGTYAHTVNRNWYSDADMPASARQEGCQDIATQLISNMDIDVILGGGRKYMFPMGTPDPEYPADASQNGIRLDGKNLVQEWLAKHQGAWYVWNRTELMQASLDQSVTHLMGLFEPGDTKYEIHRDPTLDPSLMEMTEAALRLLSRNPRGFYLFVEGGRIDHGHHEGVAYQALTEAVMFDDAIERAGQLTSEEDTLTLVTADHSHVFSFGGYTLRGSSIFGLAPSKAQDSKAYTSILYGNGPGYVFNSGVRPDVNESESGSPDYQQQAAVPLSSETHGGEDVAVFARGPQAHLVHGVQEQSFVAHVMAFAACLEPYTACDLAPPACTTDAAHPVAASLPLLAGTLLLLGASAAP
# mIAP activ – mouse IAP activation; AID 2805; 330,000 tested, 0.24% active; muIAP, CDP-Star luminescence, 30 min; active compounds read high; 1 = vehicle-only enzyme signal, 0 = enzyme-free wells; activation factor at 10 µM;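 active = activation factor of at least 2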; also: the source names both 10 and 20 µM as test concentration; values of inactives mirror those of a sister screen read the other way
#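 Assay system: mouse IAP enzyme; Reagent: CDP-Star chemiluminescent phosphatase substrate; Compound: DMSO-dissolved test compounds; Incubation: 30 min, room temperature; Technique: luminescence from enzymatic CDP-Star hydrolysis; Controls: DMSO-only wells and no-enzyme negative control.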
# PfGluPho inh – PfG6PD (Plasmodium falciparum) enzyme inhibition | PfGluPho enzyme, NADPH resazurin-diaphorase fluorescence | inhibition, % at 20 µM | 350,000 tested, 0.78% active | AID 504690;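 active = inhibition reaching at least a set limit at 20 µM in the primary screen, cut at about 59% in these data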;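 also: 0% = DMSO wells with substrate and 100% = DMSO wells lacking glucose-6-phosphate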
# hIAP act – increases human intestinal alkaline phosphatase activity; P09923; purified human IAP, CDP-Star luminescence, 30 min; active compounds read high; 1 = vehicle-only enzyme, 0 = enzyme-free background; activation factor at 10 µM; 330,000 tested, 0.16% active;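 active = activation factor of the enzyme at least 2-fold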; also: the source names both 10 and 20 µM as test concentration; values of inactives mirror those of a sister screen read the other way
# mIAP inh – blocks mouse intestinal alkaline phosphatase; purified mouse IAP, CDP-Star luminescence, 30 min; inhibition, % at 10 µM; 330,000 tested, 0.2% active;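 active = inhibition of at least 40% at 10 µM in the primary screen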;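 also: plate controls were DMSO with enzyme for no effect and no enzyme wells for full effect; values of inactives mirror those of a sister screen read the other way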
# ATG4B inh – inhibitors of human ATG4B cysteine protease; ATG4B cleavage of LC3-PLA2, NBD-HPC fluorescence, 1 h; 340,000 tested, 0.51% active; inhibition, % at 8.33 µM; Q9Y4P1; in the data active = inhibition above about 40%
# Target sequence (Q9Y4P1 whole entry, looked up): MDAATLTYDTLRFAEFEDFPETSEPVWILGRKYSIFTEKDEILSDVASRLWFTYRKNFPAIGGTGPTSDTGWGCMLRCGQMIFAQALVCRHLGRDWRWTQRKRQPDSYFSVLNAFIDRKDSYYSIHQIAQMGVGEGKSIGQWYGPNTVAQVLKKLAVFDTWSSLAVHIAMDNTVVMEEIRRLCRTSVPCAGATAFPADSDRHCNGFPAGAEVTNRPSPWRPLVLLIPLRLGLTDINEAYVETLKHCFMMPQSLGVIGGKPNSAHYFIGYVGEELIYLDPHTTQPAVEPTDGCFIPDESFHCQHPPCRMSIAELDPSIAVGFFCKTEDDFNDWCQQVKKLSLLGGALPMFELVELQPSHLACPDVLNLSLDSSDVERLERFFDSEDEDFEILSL
# APOBEC3A inh – human APOBEC3A DNA deaminase inhibition; P31941; recombinant A3A, FAM/TAMRA ssDNA deamination fluorescence; inhibition, % at 20 µM; 330,000 tested, 0.41% active; AID 493011;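 active = at least 40% inhibition at 20 µM here, with at most 30% in a related deaminase screen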;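 also: plate controls were A3A with DMSO for no effect and wells lacking A3A enzyme for full effect; some results filed as inactive read as strong as hits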
# Target sequence (P31941 whole entry, looked up): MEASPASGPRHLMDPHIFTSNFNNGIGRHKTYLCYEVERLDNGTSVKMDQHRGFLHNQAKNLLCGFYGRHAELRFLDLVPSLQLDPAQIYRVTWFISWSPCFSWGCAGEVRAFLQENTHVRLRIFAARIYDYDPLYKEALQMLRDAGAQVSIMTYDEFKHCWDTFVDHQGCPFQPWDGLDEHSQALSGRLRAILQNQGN
# * = called active by the depositor; . = no result given.
# The first 2 entries (preview)
1	O=C(Nc1ccc(C2CC2(Cl)Cl)cc1)c1ccccc1Br (stereo not given)
2	O=C(c1cccs1)n1nc(NCc2ccccc2)nc1NCc1ccccc1
Compound	1	2
hIAP block	22	3
mIAP activ	1	0.99
PfGluPho inh	49	9
APOBEC3A inh	4	-5
hIAP act	0.78	0.97
mIAP inh	-1	1
HKDC1 inhibitor	-6	-3
ATG4B inh	16	35

# The whole of this part (from the top)
1	O=C(Nc1ccc(C2CC2(Cl)Cl)cc1)c1ccccc1Br (stereo not given)
2	O=C(c1cccs1)n1nc(NCc2ccccc2)nc1NCc1ccccc1
3	NS(=O)(=O)c1ccc(NC(=O)COC(=O)c2ccc(Cl)nc2)cc1
4	O=C(Cn1cc(C(F)(F)F)ccc1=O)NCC1CCCO1 (stereo not given)
5	CCOc1ccccc1NC(=O)CCCNC(=O)c1ccc(Cl)cc1
6	CC(C)CN1C(=O)c2ccc(NC(=O)c3cccs3)cc2C1=O
Compound	1	2	3	4	5	6
hIAP block	22	3	0	14	1	21
mIAP activ	1	0.99	1.1	1	1	0.89
PfGluPho inh	49	9	4	-13	1	-2
APOBEC3A inh	4	-5	4	0	6	-2
hIAP act	0.78	0.97	1	0.86	0.99	0.79
mIAP inh	-1	1	-5	0	-3	11
HKDC1 inhibitor	-6	-3	-14	3	-4	-7
ATG4B inh	16	35	-6	1	3	-8

7	O=C(Nc1nnc(-c2ccco2)o1)c1ccc(S(=O)(=O)N2CCOCC2)cc1
8	Cc1nc(=O)c(-c2ccccc2)c(C)n1-c1cccc(C(=O)O)c1
9	CC(=O)/C(=N\Nc1ccccc1)Oc1ccc([N+](=O)[O-])cc1
10	COc1ccc(NC(=O)CCN2CCN(S(=O)(=O)c3cc(Cl)ccc3OC)CC2)cc1
11	CC1(C)CC(=O)C2=C(C1)Nc1cc(Cl)ccc1S2
12	CCC(C)NC(=O)C1CCN(S(=O)(=O)c2cccc3cccnc23)CC1 (stereo not given)
Compound	7	8	9	10	11	12
hIAP block	-18	0	-2	36*	17	1
mIAP activ	1.1	1	0.75	0.94	0.93	0.91
PfGluPho inh	-11	-1	-11	-3	28	-5
APOBEC3A inh	2	-5	-4	-3	-5	-3
hIAP act	1.2	0.99	1	0.64	0.83	0.99
mIAP inh	-7	-2	25	6	7	9
HKDC1 inhibitor	-8	-1	3	-2	-1	-4
ATG4B inh	11	-8	-16	-8	-5	-8

13	C=CCNc1nc(N)c(C(=C(C#N)C#N)c2ccc(Br)cc2)s1
14	CC(CC(=O)OCC(=O)NCc1ccc(Cl)cc1)c1ccccc1 (stereo not given)
15	COc1ccc(OCC(=O)OCC(=O)NC2CCCCC2C)cc1 (stereo not given)
16	CCCCn1c(N)c(N(C)C(=O)C2CCCC2)c(=O)[nH]c1=O
17	CCOC(=O)C1=C(C)N(C)C(=S)NC1c1ccc(Cl)cc1Cl (stereo not given)
18	CC(=O)Nc1ccc(S(=O)(=O)NC2(C(F)(F)F)NC(=O)N(C3CCCC3)C2=O)cc1 (stereo not given)
Compound	13	14	15	16	17	18
hIAP block	-20	4	12	-8	13	4
mIAP activ	1	0.97	0.99	1.1	0.93	1
PfGluPho inh	14	20	13	13	-24	-2
APOBEC3A inh	-3	-5	-2	7	-2	-1
hIAP act	1.2	0.96	0.89	1.1	0.87	0.96
mIAP inh	-4	3	1	-7	7	-2
HKDC1 inhibitor	1	0	-5	-3	3	5
ATG4B inh	10	-9	3	-2	-13	6

19	Cc1cccc[n+]1CC(=O)Nc1ccc([N+](=O)[O-])cc1Cl
20	CNc1nc(-c2c(C)n(C)c3ccc(OC)cc23)cs1
21	CN(NS(=O)(=O)c1ccc(F)cc1)c1ncc(C(F)(F)F)cc1Cl
22	CN(C)Cc1ccccc1Sc1ccc2c(c1)CCCC2
23	Nc1nc(SCc2nc3sc4c(c3c(=O)[nH]2)CCCC4)n[nH]1
24	COc1cccc(NC(=O)Cn2nnc(C(=O)NCc3ccc4c(c3)OCO4)c2N)c1
Compound	19	20	21	22	23	24
hIAP block	9	14	-4	-11	-64	-7
mIAP activ	1.1	0.91	0.85	1	0.78	1
PfGluPho inh	-5	1	-3	9	5	-14
APOBEC3A inh	-5	-2	-2	2	0	2
hIAP act	0.91	0.86	1	1.1	1.6	1.1
mIAP inh	-12	9	15	-1	22	-3
HKDC1 inhibitor	-6	-7	0	2	15	3
ATG4B inh	-2	-8	-5	1	2	-3

25	CC1C/C(=C/c2ccco2)C(=O)/C(=C/c2ccco2)C1 (stereo not given)
26	CN1CCNC(=O)C1CC(=O)NCCC1=CCCCC1 (stereo not given)
27	O=C(CSc1nnc(-c2cccnc2)n1Cc1ccco1)c1ccc2ccccc2c1
28	Cc1nn(-c2ccccn2)c2c1-c1nc(N3CCOCC3)ncc1CC2
29	Cn1cc(SCC(=O)NC2CCCCC2)c2ccccc21
30	NC(=O)CNC(=O)[C@@H]1CC2(CC(c3cccc([N+](=O)[O-])c3)=NO2)CN1C(=O)c1ccccc1 (stereo not given in full)
Compound	25	26	27	28	29	30
hIAP block	-38	4	4	-8	0	-8
mIAP activ	0.68	1	0.96	0.96	0.95	1
PfGluPho inh	.	-15	7	18	-19	-1
APOBEC3A inh	91	-3	-7	0	-6	0
hIAP act	1.4	0.96	0.96	1.1	1	1.1
mIAP inh	32	-3	4	4	5	-3
HKDC1 inhibitor	.	5	14	-3	4	0
ATG4B inh	.	-5	0	8	5	-9

31	Cc1cccc(C(=O)O/N=C2\CCS(=O)(=O)c3sccc32)c1
32	COc1ccc(CN2CCCCCC2)cc1Br
33	COc1ccc(S(=O)(=O)N(CC(=O)NN=C2CCN(C)CC2)c2cc(Cl)ccc2OC)cc1OC
34	CN(C)c1ccc(CNn2cnnc2SCc2ccccc2F)cc1
35	CCOC(=O)N1CCC(Nc2c(-c3ccc(C)cc3)c(=O)c2=O)CC1
36	COCCn1c(SCC(=O)NC2CCCCC2)nc2c(c1=O)SCC2
Compound	31	32	33	34	35	36
hIAP block	-4	-1	-2	0	-6	4
mIAP activ	0.98	0.98	0.98	1	0.91	1.1
PfGluPho inh	8	-23	-10	-2	10	1
APOBEC3A inh	-4	-5	-3	-4	-1	3
hIAP act	1	1	1	1	1.1	0.96
mIAP inh	2	2	2	-5	9	-12
HKDC1 inhibitor	-1	2	-10	-12	-3	1
ATG4B inh	12	7	-9	1	-1	2

37	Cc1ccc(Cn2cnc3ccccc32)cc1C
38	CCN(c1ccccc1)S(=O)(=O)c1cccc(C(=O)NCc2ccncc2)c1
39	COc1ccc(Cl)cc1NC(=O)C/C(C)=N/NC(=O)c1ccccc1Cl
40	COc1ccc(C(=O)NC(C(=O)NCC2CCCO2)C(C)C)cc1 (stereo not given)
41	CC(=O)Nc1ccc(NC(=O)Cn2ccc([N+](=O)[O-])n2)cc1
42	COc1c(F)c(F)c(C(=O)O)c(Nc2ccc(C)cc2C)c1F
Compound	37	38	39	40	41	42
hIAP block	-5	-1	-3	1	-2	-21
mIAP activ	1	1	0.79	0.99	0.95	1
PfGluPho inh	16	0	-12	-2	8	5
APOBEC3A inh	5	-1	-5	0	2	3
hIAP act	1	1	1	0.99	1	1.2
mIAP inh	-4	-1	21	1	5	-1
HKDC1 inhibitor	-11	-2	-5	-2	-8	-8
ATG4B inh	1	-7	4	-7	27	-4

43	CCc1c(C)nc2cc(-c3ccc(OC)cc3)[nH]n2c1=O
44	CN1CCN(CC(O)COCCOc2ccc(Br)cc2)CC1 (stereo not given)
45	CC1Cc2ccccc2N1CC(=O)Nc1ccc(Cl)c(S(=O)(=O)N(C)C)c1 (stereo not given)
46	Cc1ccsc1CN(C)C(=O)c1ccc(Oc2ccccc2)cc1
47	COc1ccc(C(=O)NCCc2c[nH]c3ccccc23)cc1[N+](=O)[O-]
48	Cc1cccc(NC(=S)N2CCN(S(=O)(=O)c3ccccc3)CC2)c1
Compound	43	44	45	46	47	48
hIAP block	-3	11	-6	17	3	-13
mIAP activ	0.98	0.9	0.98	0.99	0.92	0.94
PfGluPho inh	-8	13	-1	-8	1	10
APOBEC3A inh	1	1	3	0	0	-1
hIAP act	1	0.89	1.1	0.83	0.97	1.1
mIAP inh	2	10	2	1	8	6
HKDC1 inhibitor	2	-14	-2	6	-3	0
ATG4B inh	-7	2	-7	19	-5	-1

# Ordered by value in hIAP act (highest first): 5 from the list above
nr	smiles	hIAP block	mIAP activ	PfGluPho inh	APOBEC3A inh	hIAP act	mIAP inh	HKDC1 inhibitor	ATG4B inh
48	Cc1cccc(NC(=S)N2CCN(S(=O)(=O)c3ccccc3)CC2)c1	-13	0.94	10	-1	1.1	6	0	-1
43	CCc1c(C)nc2cc(-c3ccc(OC)cc3)[nH]n2c1=O	-3	0.98	-8	1	1	2	2	-7
47	COc1ccc(C(=O)NCCc2c[nH]c3ccccc23)cc1[N+](=O)[O-]	3	0.92	1	0	0.97	8	-3	-5
44	CN1CCN(CC(O)COCCOc2ccc(Br)cc2)CC1 (stereo not given)	11	0.9	13	1	0.89	10	-14	2
46	Cc1ccsc1CN(C)C(=O)c1ccc(Oc2ccccc2)cc1	17	0.99	-8	0	0.83	1	6	19

# Further records follow:
49	COc1ccc(NS(=O)(=O)c2cccc(N3CC(O)=C(c4ccccc4)C3=N)c2)cc1
50	Nc1nc(OCc2ccccc2)c2[nH]cnc2n1
51	O=C1c2ccccc2C(O)(Cc2ccccc2)N1Cc1ccco1 (stereo not given)
52	O=C(CCNS(=O)(=O)c1ccc2[nH]c(=O)oc2c1)NCc1ccccc1
53	CCN(C(=O)CN1C(=O)S/C(=C\c2ccccc2OC)C1=O)C1CCS(=O)(=O)C1 (stereo not given)
54	O=C(COC(=O)/C=C/c1nc2ccccc2s1)Nc1cccc2ccccc12
Compound	49	50	51	52	53	54
hIAP block	-12	-45	4	11	-23	1
mIAP activ	0.97	0.94	1.1	0.91	0.94	0.97
PfGluPho inh	-3	-6	-1	3	10	0
APOBEC3A inh	0	2	-5	-4	-2	18
hIAP act	1.1	1.5	0.96	0.89	1.2	0.99
mIAP inh	3	6	-5	10	6	3
HKDC1 inhibitor	-8	1	-8	-3	7	-4
ATG4B inh	-13	9	-4	-3	-11	20

55	COc1ccc(OC)c(CCNC(=O)Cn2nc(C)c3c(C)n(-c4ccc(C)cc4)nc3c2=O)c1
56	CCC1CCCCN1S(=O)(=O)c1ccc(NC(=O)c2ccncc2)cc1 (stereo not given)
57	Cc1cc(C)c2c(N)c(-c3nc4ccccc4[nH]3)sc2n1
58	Cn1nnnc1SCC(=O)Nc1ncc(Cl)cc1Cl
59	COc1ccc2nc(C)cc(NCc3ccc(F)cc3)c2c1
60	CSCCC(NC(=O)C1CCC(C)CC1)C(=O)NCCN1CCC(C)CC1 (stereo not given)
Compound	55	56	57	58	59	60
hIAP block	13	-15	-23	-5	2	-14
mIAP activ	1	0.98	1.1	1	1.1	1
PfGluPho inh	-9	3	9	8	-2	0
APOBEC3A inh	-3	-3	-2	-2	0	6
hIAP act	0.87	1.2	1.2	1.1	0.98	1.1
mIAP inh	-4	2	-12	-4	-10	-3
HKDC1 inhibitor	2	-2	-8	-4	-2	-7
ATG4B inh	0	-14	-11	4	12	28

61	CCCC1c2ccc(C)n2CCN1C(=O)Nc1ccccc1Cl (stereo not given)
62	Fc1ccc(-c2[nH]ncc2-c2nnnn2-c2ccccc2)c(F)c1
63	O=c1c2ccccc2nnn1Cc1ccccc1
64	CCN(CC(=O)NCc1cccs1)C(=O)CCOc1ccccc1C
65	COc1cccc(CNS(=O)(=O)c2ccc3c(c2)N(C)CCO3)c1
Compound	61	62	63	64	65
hIAP block	4	1	-4	-21	-23
mIAP activ	0.96	1	0.96	0.96	0.91
PfGluPho inh	-5	-3	-5	-6	7
APOBEC3A inh	-2	-2	0	-6	-3
hIAP act	0.96	0.99	1	1.2	1.2
mIAP inh	4	-1	4	4	9
HKDC1 inhibitor	-7	-3	-3	0	-1
ATG4B inh	-3	-13	3	-4	3
